Compound activity as filed in PubChem.
FAS TE block = inhibitors of human fatty acid synthase thioesterase domain; inhibition, % at 15 µM; recombinant FAS-TE, OMFH fluorogenic substrate, fluorescence endpoint; P49327; 0.67% of 360,000 active; AID 602261;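 active means compounds whose normalised, plate-corrected inhibition of enzyme fluorescence in the single-dose primary screen is 50% or more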;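 further: 0% = DMSO with enzyme and 100% = substrate without enzyme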
Rin1-Abl PPI inh = blocks binding of human Rin1 to Abl | 0.4% of 360,000 active | TR-FRET Rin1/Abl binding, biochemical | inhibition, % at 7.35 µM; in the data active means inhibition above about 5%, passing the limit was not always enough
Target sequence (P00519 whole entry, looked up): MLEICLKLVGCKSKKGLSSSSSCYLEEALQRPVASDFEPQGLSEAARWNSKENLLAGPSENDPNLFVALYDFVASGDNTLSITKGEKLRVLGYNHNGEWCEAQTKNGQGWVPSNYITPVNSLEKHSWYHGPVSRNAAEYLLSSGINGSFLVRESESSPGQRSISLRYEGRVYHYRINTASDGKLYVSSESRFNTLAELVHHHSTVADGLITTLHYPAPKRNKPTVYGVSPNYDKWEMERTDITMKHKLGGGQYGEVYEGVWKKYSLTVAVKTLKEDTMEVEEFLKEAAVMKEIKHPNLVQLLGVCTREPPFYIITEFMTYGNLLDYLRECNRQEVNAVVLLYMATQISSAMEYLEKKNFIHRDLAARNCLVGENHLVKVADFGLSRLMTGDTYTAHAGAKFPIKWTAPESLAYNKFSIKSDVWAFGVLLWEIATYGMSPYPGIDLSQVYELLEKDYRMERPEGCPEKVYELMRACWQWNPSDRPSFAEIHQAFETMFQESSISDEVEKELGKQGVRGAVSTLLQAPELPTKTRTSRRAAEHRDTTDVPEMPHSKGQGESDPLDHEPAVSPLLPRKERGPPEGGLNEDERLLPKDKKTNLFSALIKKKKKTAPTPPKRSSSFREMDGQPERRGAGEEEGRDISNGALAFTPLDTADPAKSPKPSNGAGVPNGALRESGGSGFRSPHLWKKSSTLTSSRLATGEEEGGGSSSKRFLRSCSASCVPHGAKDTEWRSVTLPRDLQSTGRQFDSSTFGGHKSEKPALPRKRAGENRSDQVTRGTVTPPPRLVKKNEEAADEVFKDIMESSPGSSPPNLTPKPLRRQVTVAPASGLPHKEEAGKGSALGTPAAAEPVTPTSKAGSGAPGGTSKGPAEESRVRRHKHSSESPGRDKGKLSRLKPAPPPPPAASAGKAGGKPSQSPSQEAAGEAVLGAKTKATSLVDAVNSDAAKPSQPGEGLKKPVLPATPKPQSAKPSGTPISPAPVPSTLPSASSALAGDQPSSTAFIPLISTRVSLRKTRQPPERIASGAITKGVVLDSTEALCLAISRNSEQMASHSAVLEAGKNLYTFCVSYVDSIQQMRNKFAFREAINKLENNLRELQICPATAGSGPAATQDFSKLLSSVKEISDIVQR
Target sequence (Q13671 whole entry, looked up): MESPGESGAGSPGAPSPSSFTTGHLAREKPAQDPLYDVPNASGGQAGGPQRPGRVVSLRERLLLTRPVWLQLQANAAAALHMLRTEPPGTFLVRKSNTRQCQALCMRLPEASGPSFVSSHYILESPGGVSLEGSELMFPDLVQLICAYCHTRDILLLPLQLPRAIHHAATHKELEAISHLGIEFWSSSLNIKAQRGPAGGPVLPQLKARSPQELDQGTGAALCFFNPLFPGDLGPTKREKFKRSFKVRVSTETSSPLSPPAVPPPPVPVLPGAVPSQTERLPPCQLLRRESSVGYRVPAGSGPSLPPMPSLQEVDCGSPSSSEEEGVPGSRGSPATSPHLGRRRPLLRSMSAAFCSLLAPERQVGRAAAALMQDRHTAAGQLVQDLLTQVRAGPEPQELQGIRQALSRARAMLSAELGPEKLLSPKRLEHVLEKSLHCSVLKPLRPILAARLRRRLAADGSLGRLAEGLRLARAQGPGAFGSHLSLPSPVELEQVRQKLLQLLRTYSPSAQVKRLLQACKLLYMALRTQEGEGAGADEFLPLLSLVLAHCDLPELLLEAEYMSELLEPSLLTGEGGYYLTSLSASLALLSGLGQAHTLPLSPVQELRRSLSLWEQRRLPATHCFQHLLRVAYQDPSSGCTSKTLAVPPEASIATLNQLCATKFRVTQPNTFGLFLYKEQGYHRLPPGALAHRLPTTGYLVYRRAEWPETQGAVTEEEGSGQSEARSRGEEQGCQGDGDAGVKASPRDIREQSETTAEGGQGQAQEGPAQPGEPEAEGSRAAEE
MT1-MMP act inh = inhibitors of human MT1-MMP activation | 0.061% of 360,000 active | HT1080 RFP-PRO-GFP cells, GFP/RFP ratio fluorescence, overnight; percent of plate control window, DMSO zero | GFP/RFP ratio change, % at 20 µM;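 active means GFP/RFP ratio change of at least 30% with cell ATP level not reduced by more than half and red fluorescence within 50% of control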; further: strong numbers were not always called active
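Assay system: HT1080 cells carrying an RFP-PRO-GFP reporter | Dosing: Single dose of 20 µM compound, 1% DMSO final | Incubation: Cells overnight before dosing, compound overnight, 37 °C, 5% CO2 | Evaluation: GFP/RFP fluorescence ratio | Control set: DMSO and RFP-L50D-GFP cell wells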
E coli Lon inh = inhibits E. coli Lon protease. purified E. coli Lon protease, fluorescence polarization. 0.42% of 360,000 active. inhibition, % at 7.94 µM. P0A9M0; in the data active means inhibition above about 13%, passing the limit was not always enough;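 further: 0% = enzyme with probe and DMSO and 100% = no enzyme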
bovine MsrA act = activates bovine MsrA enzyme; purified bovine MsrA, absorbance read-out; activation, % at 10.6 µM; 0.3% of 360,000 active; AID 602163; in the data active means activation above about 7.5%;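 further: 0% = vehicle and 100% = reference activator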
MsrA inhibitor = bovine MsrA inhibition; purified bovine MsrA, absorbance read-out; inhibition, % at 15.5 µM; 0.75% of 360,000 active; in the data active means inhibition above about 4.5%;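 further: 0% = vehicle wells with enzyme and 100% = reference inhibitor wells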
Neddylation inh = blocks human cullin neddylation | P61081+Q13564 | TR-FRET cullin neddylation, biochemical | calls only at 25 µM | 0.58% of 360,000 active | AID 651699; in the data active means inhibition above about 36%
NRP1-CendR mod = modulators of CendR peptide binding to human neuropilin-1 | inhibition, % at 25 µM | 0.85% of 360,000 active | O14786 | FAM-RPARPAR peptide binding to NRP-1, fluorescence polarization;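 active means inhibition or corrected inhibition above about 18%, plus a signal ratio from 0.5 to 1.5, limit read from the data, passing the limit was not always enough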; further: strong numbers were not always called active
SKN-1 block = blocks SKN-1 activity in C. elegans; inhibition, % at 21.8 µM; 0.49% of 360,000 active; C. elegans VP596 Pgst-4::GFP/RFP ratio, acrylamide-induced, 24 h;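 active means interference check ratio from 0.5 to 1.5 plus GFP to RFP signal ratio inhibition reaching or exceeding a fixed threshold, cut at about 30% in these data, passing the limit was not always enough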; further: some compounds called inactive have numbers as strong as hits
Starred values were filed as active, the others as inactive; i = inactive; . = not tested or not shown; + = active, no number. Not a hit list; about 4.2% have a hit in one of these screens.

SMILES	FAS TE block	Rin1-Abl PPI inh	MT1-MMP act inh	E coli Lon inh	bovine MsrA act	MsrA inhibitor	Neddylation inh	NRP1-CendR mod	SKN-1 block
C/C(=N/NC(=O)c1ccc(Cn2cccn2)o1)c1cccc(NC(=O)c2ccncc2)c1	-6	0	-4	2	-4	-0.3	i	14	-2
Cc1noc(C)c1CSCC(=O)Nc1cc(C(F)(F)F)ccc1N1CCCCC1	23	0	-17	2	0	2.5	i	-7	8
COc1ccc(CN(C(=O)Cn2nnc(-c3ccc(C)o3)n2)C(C(=O)NCC2CCCO2)c2ccco2)cc1 (configuration not stated)	3	-2	-1	-6	-2	-0.5	i	17	-2
C[C@H](CO)N1C[C@H](C)[C@@H](CN(C)C(=O)Nc2ccc3c(c2)OCO3)Oc2ccc(NC(=O)C3CCCCC3)cc2C1=O	-9	-3	0	-4	1	-1.1	i	3	15
CCNC(=S)NNC(=O)C1CCCCC1	-8	3	-4	-5	-13	-0.2	i	-12	-12
Cc1ccccc1C(=O)N1CCC(C(=O)N2CCN(S(=O)(=O)c3ccccc3F)CC2)CC1	-3	1	3	14	-2	-1.1	i	-2	4
CCCCn1c(N)c(N(Cc2ccccc2OC)C(=O)COc2ccccc2C#N)c(=O)[nH]c1=O	-6	-5	8	-10	0	-0.1	i	-5	5
Cn1c(N)c(C(=O)CSc2nc(N)cc(=O)[nH]2)c(=O)n(C)c1=O	-5	2	-1	0	-2	-1.1	i	2	22
O=[N+]([O-])c1ccc(N2CCCCC2)cc1N1CCOCC1	-3	-4	11	0	-2	0.1	i	8	16
Cc1ccc(NC(=O)CSc2n[nH]c(-c3ccncc3)n2)cc1	-6	4	6	-1	-2	-1.0	i	1	-12
CCC(C(=O)NC1CCCC1)N(C(=O)Cn1nnc(-c2ccc(C)o2)n1)c1cccc(O)c1 (configuration not stated)	0	-1	-1	3	-7	-0.2	i	-14	0
O=C(CC1CS(=O)(=O)CC1CC(=O)Nc1ccc2c(c1)OCCO2)Nc1ccc2c(c1)OCCO2 (configuration not stated)	-13	3	-1	2	-5	-0.6	i	-12	14
CCOC(=O)C1CCN(S(=O)(=O)c2ccc(OC)c(Cl)c2)CC1	7	1	-1	-2	-1	-0.4	i	7	5
CCOc1ccc(N=C(NC#N)SC)cc1	-6	2	0	-7	-2	1.1	i	-1	15
CC1Cc2ccccc2N1S(=O)(=O)c1cccc(C(=O)NNC(=O)c2ccccc2F)c1 (configuration not stated)	7	0	3	-15	-2	0.7	i	8	-1
c1ccc2c(c1)Sc1cnccc1N2CC1CO1 (configuration not stated)	-6	-7	-7	0	-2	0.5	i	-10	3
N#Cc1c(-c2ccccc2)cc(-c2ccc3c(c2)OCO3)[nH]c1=O	-6	0	-3	0	-1	1.1	.	0	-4
CCN(CC)CCC(c1ccc(N(C)C)cc1)c1c(OC)cc(OC)c2c(-c3ccccc3)cc(=O)oc12 (configuration not stated)	-12	0	2	-2	-2	-1.5	i	14	24
COc1ccc(CNC(=O)CN(Cc2ccccc2)C(=O)CCC(=O)Nc2ccccn2)cc1	4	0	0	3	-4	-0.5	i	7	-2
COc1cccc(NC(=O)CN(C)CC(=O)Nc2cccc(C(F)(F)F)c2)c1	14	-3	3	-1	-4	0.6	i	4	2
C[C@H]1CN([C@@H](C)CO)S(=O)(=O)c2ccc(Br)cc2O[C@@H]1CN(C)C(=O)Cc1cccnc1	-7	-3	2	-2	-7	0.8	i	-14	7
CCOCc1cc(CN2CCCC(CNC(=O)c3ccco3)C2)ccc1OC (configuration not stated)	-4	1	-2	7	0	0.4	i	-1	11
CC(C(=O)NC1C=CS(=O)(=O)C1)N1C(=O)/C(=C/c2cccc(Cl)c2)SC1=S (configuration not stated)	12	-2	0	-5	-3	0.3	i	3	-2
CCC(c1nnnn1C(C)(C)CC)N1CCN(c2ccccc2F)CC1 (configuration not stated)	6	2	0	4	-1	1.5	i	7	5
O=C(/C=C/c1cccc(Cl)c1)NCCCN1CCOCC1	-1	-3	0	-10	-2	-0.1	i	6	22
N#Cc1c2ccc([N+](=O)[O-])cc2[n+]([O-])n1-c1ccccc1	19	-1	-25	-9	-2	1.1	i	8	3
O=C(CNC(=O)c1ccco1)NCC(c1ccco1)N1CCCCC1 (configuration not stated)	-11	1	0	-6	2	-0.4	i	4	-6
C/C(CC(=O)Nc1ccccn1)=N\NC(=O)C(=O)Nc1cccc(C)c1	-7	2	4	-2	-2	0.1	i	-5	-21
CCNC(=S)N/N=C(\C)c1cccc([N+](=O)[O-])c1	0	-1	-1	-6	-2	0.4	i	5	10
COc1ccccc1NC(=O)c1ccc([N+](=O)[O-])cc1[N+](=O)[O-]	-10	-1	18	0	1	0.7	i	12	-5

13 entries from above, bar-delimited:
mol | FAS TE block | Rin1-Abl PPI inh | MT1-MMP act inh | E coli Lon inh | bovine MsrA act | MsrA inhibitor | Neddylation inh | NRP1-CendR mod | SKN-1 block
CC1Cc2ccccc2N1S(=O)(=O)c1cccc(C(=O)NNC(=O)c2ccccc2F)c1 (configuration not stated) | 7 | 0 | 3 | -15 | -2 | 0.7 | i | 8 | -1
c1ccc2c(c1)Sc1cnccc1N2CC1CO1 (configuration not stated) | -6 | -7 | -7 | 0 | -2 | 0.5 | i | -10 | 3
N#Cc1c(-c2ccccc2)cc(-c2ccc3c(c2)OCO3)[nH]c1=O | -6 | 0 | -3 | 0 | -1 | 1.1 | . | 0 | -4
CCN(CC)CCC(c1ccc(N(C)C)cc1)c1c(OC)cc(OC)c2c(-c3ccccc3)cc(=O)oc12 (configuration not stated) | -12 | 0 | 2 | -2 | -2 | -1.5 | i | 14 | 24
COc1ccc(CNC(=O)CN(Cc2ccccc2)C(=O)CCC(=O)Nc2ccccn2)cc1 | 4 | 0 | 0 | 3 | -4 | -0.5 | i | 7 | -2
COc1cccc(NC(=O)CN(C)CC(=O)Nc2cccc(C(F)(F)F)c2)c1 | 14 | -3 | 3 | -1 | -4 | 0.6 | i | 4 | 2
C[C@H]1CN([C@@H](C)CO)S(=O)(=O)c2ccc(Br)cc2O[C@@H]1CN(C)C(=O)Cc1cccnc1 | -7 | -3 | 2 | -2 | -7 | 0.8 | i | -14 | 7
CCOCc1cc(CN2CCCC(CNC(=O)c3ccco3)C2)ccc1OC (configuration not stated) | -4 | 1 | -2 | 7 | 0 | 0.4 | i | -1 | 11
CC(C(=O)NC1C=CS(=O)(=O)C1)N1C(=O)/C(=C/c2cccc(Cl)c2)SC1=S (configuration not stated) | 12 | -2 | 0 | -5 | -3 | 0.3 | i | 3 | -2
CCC(c1nnnn1C(C)(C)CC)N1CCN(c2ccccc2F)CC1 (configuration not stated) | 6 | 2 | 0 | 4 | -1 | 1.5 | i | 7 | 5
O=C(/C=C/c1cccc(Cl)c1)NCCCN1CCOCC1 | -1 | -3 | 0 | -10 | -2 | -0.1 | i | 6 | 22
N#Cc1c2ccc([N+](=O)[O-])cc2[n+]([O-])n1-c1ccccc1 | 19 | -1 | -25 | -9 | -2 | 1.1 | i | 8 | 3
O=C(CNC(=O)c1ccco1)NCC(c1ccco1)N1CCCCC1 (configuration not stated) | -11 | 1 | 0 | -6 | 2 | -0.4 | i | 4 | -6

Next records follow.
SMILES	FAS TE block	Rin1-Abl PPI inh	MT1-MMP act inh	E coli Lon inh	bovine MsrA act	MsrA inhibitor	Neddylation inh	NRP1-CendR mod	SKN-1 block
CN1CCC(N(C)C(=O)COc2ccc(S(=O)(=O)N3CCOCC3)cc2)CC1	-4	-4	-4	2	-2	1.4	i	2	1
COc1ccccc1CNC(=O)C[C@@H]1CC[C@H]2[C@@H](COC[C@H](O)CN2Cc2ccccc2)O1	.	.	2	.	.	1.2	i	-8	-12
Nc1ccn([C@@H]2O[C@H](CNC(=O)[C@H]3CCC(=O)N3)[C@@H](O)[C@H]2O)c(=O)n1	-4	-4	-3	-6	-3	-1.5	i	-4	-10
CN(CC(=O)NCCc1ccc(S(N)(=O)=O)cc1)CC(=O)Nc1ccccc1Cl	-5	-2	4	8	-2	-0.8	i	-4	16
CCCCCCN1C[C@@H](O)[C@H](n2cc(-c3ccc(F)cc3)nn2)C[C@@H]1c1ccccc1	6	-5	3	-2	-1	0.4	i	-2	-9
O=C(OCc1ccccc1F)c1cc([N+](=O)[O-])ccc1N1CCOCC1	32	-2	2	-4	-4	2.0	i	10	-3
CC(=O)c1c(-c2ccc(C)cc2)nc2c3ccccc3ccn12	19	3	-5	-2	1	1.1	i	0	16
CC(=O)Nc1nc(SCC(=O)Nc2nnc(C)s2)[nH]c(=O)c1NC(=O)c1cccs1	-6	1	3	-4	-3	-0.2	i	-6	4
Cc1ccccc1S(=O)(=O)Cc1ccc(C(=O)NCCCN(C)Cc2ccccc2)o1	-7	4	0	1	1	-0.3	i	4	-1
COCCN1C(=O)COc2ccccc2C1C(=O)Nc1c(C)cccc1C (configuration not stated)	-9	.	2	-2	0	-0.8	i	7	18
COc1ccc(NC(=O)C(=O)NCCN2CCN(C(=O)c3ccc(C(C)(C)C)cc3)CC2)cc1	-5	4	-7	2	0	0.5	i	7	10
O=C(Nc1nc(-c2ccc(F)cc2)cs1)c1cnccn1	-8	-3	10	-1	-4	-1.4	i	8	12
C1CN(c2nc3nonc3n3nnnc23)CCO1	-6	-2	-1	-17	-14	2.8	i	-4	-5
O=C(C1CCN(Cc2nc(Cc3cccc(F)c3)no2)CC1)N1CCOCC1	-4	-2	-3	-6	-4	0.6	i	4	-2
O=C(CSc1nc(=O)n(CCCN2CCOCC2)c2c1CCC2)Nc1ccc(F)cc1F	-3	1	-1	5	-6	1.4	i	4	4
Cc1cc(C)c(C#N)c(SCC(=O)NN2CC(=O)N(c3ccccc3F)CC2=O)n1	3	3	5	6	-8	0.4	i	3	8
CC1(C)Oc2ccc3ccc(=O)oc3c2/C(=C/Nc2ccc(O)cc2)C1=O	21	6	1	-3	-3	-0.5	i	7	-3
CCOC(=O)c1cccc(NC(=O)c2cc3ccccc3o2)c1	31	1	1	5	-6	0.1	i	6	15
Nc1nc(-c2ccccn2)nc(N)c1Cc1ccccc1F	1	2	4	0	-4	0.3	i	13	-13
OC(CNCC(c1ccco1)N1CCCCC1)c1ccccc1 (configuration not stated)	-5	4	-6	-7	-7	-0.8	i	9	-5
CC(C)Cn1c(C(C)C)nc([N+](=O)[O-])c1Sc1ccc(Cl)cn1	8	1	3	3	-2	2.0	i	11	-5
Cc1ccc(S(=O)(=O)N(C)C)cc1NC(=O)c1cc(C(C)(C)C)nn1Cc1ccccc1	24	3	-10	1	-4	-1.3	i	2	11
C=CCN1CCc2cc(O)c(O)cc2C(c2ccccc2)C1 (configuration not stated)	-2	3	2	5	-5	-1.6	i	-4	-5
C[C@H](CO)N1C[C@H](C)[C@@H](CN(C)Cc2ccc(-c3ccccc3)cc2)Oc2c(NC(=O)Cc3ccccc3)cccc2C1=O	19	7	-4	-4	-6	.	i	-7	-7
COc1ccc(-c2nc(CSCC(=O)NC3CC3)c(C)o2)cc1OC	-3	0	2	-3	-2	-1.4	i	5	-2
COC(=O)CCCn1cc(CN2CC(N3CCN(Cc4ccccc4F)CC3)CS2(=O)=O)nn1 (configuration not stated)	-13	.	6	1	-3	-0.4	i	6	6
O=C(CSc1ccc2nnc(CCNC(=O)c3ccccc3)n2n1)NC1CCCC1	2	3	-5	-13	0	-1.4	i	11	0
COc1ccc(CCn2c(C)cc3c(c2=O)C(c2ccncc2)C(C#N)=C(N)O3)cc1OC (configuration not stated)	-8	2	-1	-4	-1	3.0	i	19*	-2
CC(=O)Nc1ccc(CN2CCCCCC2)cc1	-3	0	2	8	-7	0.2	i	7	-4
COC(=O)C1CCN(Cc2cn(-c3ccccc3)nc2-c2ccc3c(c2)OCO3)CC1	20	1	1	4	-2	-0.2	+	-10	8
O=C(NC1CCCCC1)c1cc(C(=O)c2ccccc2Br)c[nH]1	0	4	-2	2	-3	-0.5	i	12	7
CC(NC(=O)C1CCC(=O)N1Cc1ccccc1Cl)c1ccccc1 (configuration not stated)	-7	-2	1	-6	-2	-0.6	i	12	13
